Bioassay records from PubChem.
TRPML3 ag: activates the human TRPML3 channel; Q8TDD5; HEK293 TRPML3-YFP, Fluo-8 calcium fluorescence; 100% = the carbachol control signal; activation, % at 3 µM; 220,000 tested, 0.29% active; AID 1448;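 active = activation above its plate's cutoff, the mean activation of the plate's test wells plus 3 SD, cut at about 12% in these data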;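 note: 0% = DMSO only wells and 100% = carbachol wells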
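system = HEK293 cells stably carrying human TRPML3-YFP | doses = one concentration, 3 µM nominal, 0.3% DMSO | timing = dye loading 1 h 37 °C then 30 min ambient, 125 s read | detection = Fluo-8 calcium dye fluorescence, ex 470-495, em 515-575 nm | benchmarks = high control carbachol 87 µM, low control DMSO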
PERK inh: blocks human PERK kinase; CHO PERK-DD fusion, SEAP luminescence translation reporter; inhibition, % at 5.6 µM; 220,000 tested, 0.17% active;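 active = inhibition above the mean inhibition of all tested compounds plus 3 SD, set separately per screening campaign, cut at about 2.9% in these data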;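 note: PERK kinase domain activated by AP20187 dimerizer at 100 nM; 0% = DMSO with dimerizer and 100% = rapamycin at 8.4 µM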
Ba/F3 V617F tox: reduce viability of Ba/F3 cells dependent on JAK2V617F; Ba/F3 EpoR-JAK2V617F viability, ATP luminescence; inhibition, % at 5.6 µM; 220,000 tested, 1.1% active;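 active = inhibition above the campaign mean plus 3 SD over all tested compounds, cut at about 24% in these data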;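 note: cytokine-independent growth of Ba/F3 cells driven by EpoR plus mutant JAK2; 0% = DMSO-treated cells and 100% = JAK inhibitor I control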
TRPN1 ag: zebrafish TRPN1 (NompC) channel agonism; HEK293 zebrafish TRPN1-YFP, Fluo-8 calcium fluorescence; 100% = response to 87 µM carbachol; activation, % at 3 µM; 220,000 tested, 0.18% active; AID 1424;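 active = activation above its plate's cutoff, the mean activation of test wells on that plate plus 3 SD, cut at about 19% in these data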;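 note: 0% = DMSO alone and 100% = 87 µM carbachol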
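Material: zebrafish TRPN1-YFP in HEK293 cells; Doses: single test compound dose, 3 µM nominal, 0.3% DMSO; Timing: dye loading 1 h at 37 °C, then 30 min room temperature; Technique: intracellular calcium fluorescence with Fluo-8; Benchmarks: high carbachol 87 µM, low DMSO alone.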
EP2 mod: modulators of human EP2 prostaglandin E2 receptor; EP2-expressing cells, cAMP HTRF FRET, PGE2 co-stimulation; induction, % at 25 µM; 260,000 tested, 0.83% active; AID 940;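 active = compounds whose cAMP rise, as percent of the full-agonist control response, exceeds 60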;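 note: rat C6 glioma line stably carrying human EP2 under a CMV promoter; the protocol text gives 20 µM as final concentration; 100% = response of wells given 1 µM PGE2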
Target sequence (P43116 whole entry, looked up): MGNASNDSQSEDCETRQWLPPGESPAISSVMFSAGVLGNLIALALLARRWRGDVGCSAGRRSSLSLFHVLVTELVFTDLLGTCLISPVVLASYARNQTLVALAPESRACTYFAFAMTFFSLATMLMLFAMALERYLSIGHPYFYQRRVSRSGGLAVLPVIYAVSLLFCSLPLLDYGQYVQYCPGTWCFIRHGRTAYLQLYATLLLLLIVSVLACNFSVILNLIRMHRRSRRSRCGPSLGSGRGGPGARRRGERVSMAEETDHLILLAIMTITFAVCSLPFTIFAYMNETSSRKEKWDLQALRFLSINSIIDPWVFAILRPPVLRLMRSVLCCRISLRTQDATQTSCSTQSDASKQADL
S1P4 agonist: activates the human S1P4 receptor. S1P4-expressing cell line, agonist reporter assay. activation, % at 4.98 µM. 220,000 tested, 0.35% active; in the data active = activation above about 11%;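 note: 0% = DMSO vehicle and 100% = reference agonist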
Target sequence (O95977 whole entry, looked up): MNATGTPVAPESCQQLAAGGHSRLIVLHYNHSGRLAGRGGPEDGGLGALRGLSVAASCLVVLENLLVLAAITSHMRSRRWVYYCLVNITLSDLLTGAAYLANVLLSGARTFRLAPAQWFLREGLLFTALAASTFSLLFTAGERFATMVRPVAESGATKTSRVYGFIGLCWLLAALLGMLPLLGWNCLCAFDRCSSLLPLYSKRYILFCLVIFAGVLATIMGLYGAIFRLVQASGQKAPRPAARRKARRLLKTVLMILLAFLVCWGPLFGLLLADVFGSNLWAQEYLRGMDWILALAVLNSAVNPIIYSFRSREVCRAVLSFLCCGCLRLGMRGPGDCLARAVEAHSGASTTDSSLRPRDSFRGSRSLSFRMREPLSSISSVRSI
S1P4 antag: blocks the human S1P4 receptor | S1P4-expressing cells, antagonist mode, reporter read-out | inhibition, % at 4.98 µM | 220,000 tested, 0.26% active | AID 1510; in the data active = inhibition above about 29%;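 note: 0% = wells stimulated with agonist and 100% = vehicle wells without agonist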
BaF3 tox: counter-screen for JAK2V617F inhibitors: parental Ba/F3 viability inhibitors; CellTiter-Glo ATP luminescence; inhibition, % at 5.6 µM; 220,000 tested, 1.1% active;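 active = inhibition above a per-campaign cutoff, the mean inhibition of all tested compounds plus 3 SD, cut at about 27% in these data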;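 note: 0% = DMSO wells and 100% = JAK Inhibitor I control wells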
Calpain2 inh: inhibitors of pig calpain II | purified calpain II, fluorogenic peptide substrate, 30 min | inhibition, % at 16 µM | 220,000 tested, 0.37% active | AID 1236;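 active = inhibition above about 50%, limit read from the data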
Numbers without * were called inactive; & = joins results of further samples.

What do the screens show for `COc1ccc(S(=O)(=O)Cc2ccc(C(=O)N3CCN(c4cccc(C)c4C)CC3)o2)cc1`?
TRPML3 ag: 0.0; PERK inh: 0.3; Ba/F3 V617F tox: 1; TRPN1 ag: -0.9; EP2 mod: -7; S1P4 agonist: 0.7; S1P4 antag: 2; BaF3 tox: 5; Calpain2 inh: 30

Results for Cc1cccc2nc(COc3ccc(Cl)c4cccnc34)cn12 ?
TRPML3 ag: 0.7; PERK inh: 1.0; Ba/F3 V617F tox: 3; TRPN1 ag: -1.8; EP2 mod: -26; S1P4 agonist: -1.0; S1P4 antag: 5; BaF3 tox: 4; Calpain2 inh: -17

What do the screens show for `CCC(C)[C@H](NC(=O)Nc1ccc(S(N)(=O)=O)cc1)C(=O)O` (some centres not stated)?
TRPML3 ag: 1.0; PERK inh: 0.2; Ba/F3 V617F tox: -4; TRPN1 ag: -0.6; EP2 mod: 26; S1P4 agonist: 3.0; S1P4 antag: -10; BaF3 tox: 0; Calpain2 inh: 1

What do the screens show for `Cc1cccn2c(=O)c(C=O)c(Cl)nc12`?
TRPML3 ag: 0.8; PERK inh: 2.3; Ba/F3 V617F tox: -6; TRPN1 ag: -0.5; EP2 mod: -15; S1P4 agonist: 0.0; S1P4 antag: -5; BaF3 tox: -1; Calpain2 inh: -17

How did COC(=O)c1ccc(C)c(NC(=O)c2nn(C)c(=O)c3ccccc23)c1 do in these assays?
TRPML3 ag: 0.0; PERK inh: 0.3; Ba/F3 V617F tox: -4; TRPN1 ag: 0.5; EP2 mod: 3; S1P4 agonist: 3.3; S1P4 antag: -5; BaF3 tox: 2; Calpain2 inh: -29

What do the screens show for `COc1ccc(OCC(=O)Nc2nc3ccccc3[nH]2)cc1`?
TRPML3 ag: 0.6; PERK inh: -0.8; Ba/F3 V617F tox: 2; TRPN1 ag: -1.2; EP2 mod: -34; S1P4 agonist: 2.0; S1P4 antag: -9; BaF3 tox: 7; Calpain2 inh: -21

Results for COc1cc(C(=O)N2CCN(c3ccc([N+](=O)[O-])cc3)CC2)ccc1OCc1c(C)noc1C ?
TRPML3 ag: 0.6; PERK inh: -0.7; Ba/F3 V617F tox: 2; TRPN1 ag: 0.1; EP2 mod: -8; S1P4 agonist: -1.4; S1P4 antag: -4; BaF3 tox: 9; Calpain2 inh: -28

Results for COc1ccc(N2CCN(C(=O)CSc3nnc(CNc4ccccc4)o3)CC2)cc1 ?
TRPML3 ag: 1.6; PERK inh: 0.2; Ba/F3 V617F tox: -3; TRPN1 ag: 2.9; EP2 mod: -1; S1P4 agonist: 5.2; S1P4 antag: -3; BaF3 tox: 3; Calpain2 inh: 7

Results for COC(=O)c1sccc1NC(=O)Cc1ccc(OC)cc1 ?
TRPML3 ag: 0.4; PERK inh: 0.3; Ba/F3 V617F tox: 0; TRPN1 ag: 0.6; EP2 mod: 43; S1P4 agonist: 0.9; S1P4 antag: -2; BaF3 tox: 7; Calpain2 inh: 9

Results for Cn1c(=O)[nH]c(=O)c2c1nc(Sc1ccccc1)n2CCc1ccccc1 ?
TRPML3 ag: 0.9; PERK inh: -0.1; Ba/F3 V617F tox: -2; TRPN1 ag: 1.2; EP2 mod: 30; S1P4 agonist: -0.2; S1P4 antag: 4; BaF3 tox: 8; Calpain2 inh: -44

Results for COCCCNC(=O)Cn1nnc(-c2ccccc2NC(=O)c2ccc(F)cc2)n1 ?
TRPML3 ag: 0.2; PERK inh: -0.5; Ba/F3 V617F tox: 2; TRPN1 ag: 1.2; EP2 mod: -12; S1P4 agonist: 1.0; S1P4 antag: 0; BaF3 tox: 9; Calpain2 inh: -16

How did CCCOc1ccc(/C(O)=C2/C(=O)C(=O)N(CCCOC)C2c2ccncc2)cc1 (configuration not stated) do in these assays?
TRPML3 ag: 0.3; PERK inh: 0.3; Ba/F3 V617F tox: -2; TRPN1 ag: -0.2; EP2 mod: 31; S1P4 agonist: -1.7; S1P4 antag: 4; BaF3 tox: -2; Calpain2 inh: -17

3 compounds picked at random from the list so far, as already listed:
Results for COC(=O)c1sccc1NC(=O)Cc1ccc(OC)cc1 ?
TRPML3 ag: 0.4; PERK inh: 0.3; Ba/F3 V617F tox: 0; TRPN1 ag: 0.6; EP2 mod: 43; S1P4 agonist: 0.9; S1P4 antag: -2; BaF3 tox: 7; Calpain2 inh: 9

Results for Cc1cccc2nc(COc3ccc(Cl)c4cccnc34)cn12 ?
TRPML3 ag: 0.7; PERK inh: 1.0; Ba/F3 V617F tox: 3; TRPN1 ag: -1.8; EP2 mod: -26; S1P4 agonist: -1.0; S1P4 antag: 5; BaF3 tox: 4; Calpain2 inh: -17

What do the screens show for `CCC(C)[C@H](NC(=O)Nc1ccc(S(N)(=O)=O)cc1)C(=O)O` (some centres not stated)?
TRPML3 ag: 1.0; PERK inh: 0.2; Ba/F3 V617F tox: -4; TRPN1 ag: -0.6; EP2 mod: 26; S1P4 agonist: 3.0; S1P4 antag: -10; BaF3 tox: 0; Calpain2 inh: 1

(list continues)
How did COc1ccc(-c2noc(C(=O)NCc3ccc(F)cc3)n2)cc1OC do in these assays?
TRPML3 ag: -0.5; PERK inh: 1.1; Ba/F3 V617F tox: -4; TRPN1 ag: -1.9; EP2 mod: -73; S1P4 agonist: 5.0; S1P4 antag: -2; BaF3 tox: 2; Calpain2 inh: 22

Results for COC(=O)c1cccc(NC(=O)CC2C(=O)NCCN2C(=O)c2ccc(F)cc2F)c1 (configuration not stated) ?
TRPML3 ag: -0.8; PERK inh: 1.1; Ba/F3 V617F tox: 4; TRPN1 ag: -0.7; EP2 mod: -4; S1P4 agonist: 0.2; S1P4 antag: 15; BaF3 tox: -2; Calpain2 inh: 29

How did Cc1ccc(C(O)Cn2cc([N+](=O)[O-])nc2C)cc1 (configuration not stated) do in these assays?
TRPML3 ag: 0.5; PERK inh: 0.1; Ba/F3 V617F tox: 0; TRPN1 ag: -0.4; EP2 mod: 28; S1P4 agonist: -0.8; S1P4 antag: -2; BaF3 tox: 1; Calpain2 inh: -7

What do the screens show for `COc1cc(CCC(=O)OCC(=O)Nc2ccccc2C(C)C)cc(OC)c1OC`?
TRPML3 ag: -0.5; PERK inh: 1.1; Ba/F3 V617F tox: 0; TRPN1 ag: -0.2; EP2 mod: 8; S1P4 agonist: 0.3; S1P4 antag: -6; BaF3 tox: 3; Calpain2 inh: 11

Results for COC(=O)c1ccc(CNC(=O)COC(=O)CC23CC4CC(CC(Br)(C4)C2)C3)cc1 ?
TRPML3 ag: 0.7; PERK inh: 1.2; Ba/F3 V617F tox: -3; TRPN1 ag: 0.0; EP2 mod: 12; S1P4 agonist: 2.3; S1P4 antag: -2; BaF3 tox: -2; Calpain2 inh: 9

Results for CC1(C)Cc2c(C#N)c(N3CCOCC3)nc(-c3ccccc3)c2CO1 ?
TRPML3 ag: -1.3; PERK inh: -0.4; Ba/F3 V617F tox: -1; TRPN1 ag: -2.6; EP2 mod: 29; S1P4 agonist: -3.9; S1P4 antag: -22; BaF3 tox: 8; Calpain2 inh: -153

What do the screens show for `Cc1nn(-c2ccccc2)c(Cl)c1/C=N/NS(=O)(=O)c1ccc(Br)cc1`?
TRPML3 ag: -1.7; PERK inh: -0.8; Ba/F3 V617F tox: -3; TRPN1 ag: 0.7; EP2 mod: 23; S1P4 agonist: 51*; S1P4 antag: 2; BaF3 tox: 1; Calpain2 inh: -15

How did COc1ccc(-c2ccnc3cc(C(=O)O)nn23)cc1 do in these assays?
TRPML3 ag: -0.1; PERK inh: 0.7; Ba/F3 V617F tox: -3; TRPN1 ag: -0.3; EP2 mod: 33; S1P4 agonist: 1.2; S1P4 antag: 12; BaF3 tox: -1; Calpain2 inh: inactive

Results for CCOc1ccc(S(=O)(=O)NN)cc1 ?
TRPML3 ag: 0.7; PERK inh: 1.6; Ba/F3 V617F tox: 2; TRPN1 ag: -1.0; EP2 mod: 7; S1P4 agonist: -2.6; S1P4 antag: 2; BaF3 tox: 1; Calpain2 inh: -11

What do the screens show for `CC(=O)Nc1cccc(NC(=O)CSc2nnnn2-c2ccc3c(c2)OCO3)c1`?
TRPML3 ag: 0.7; PERK inh: 0.5; Ba/F3 V617F tox: 2; TRPN1 ag: 3.4; EP2 mod: -14; S1P4 agonist: -0.5; S1P4 antag: -10; BaF3 tox: -10; Calpain2 inh: -11

Results for O=C(CCCN1C(=O)c2ccccc2C1=O)Nc1ccc(Br)cn1 ?
TRPML3 ag: 1.2; PERK inh: -1.4; Ba/F3 V617F tox: -5; TRPN1 ag: 0.6; EP2 mod: 13; S1P4 agonist: -1.2; S1P4 antag: -8; BaF3 tox: 0; Calpain2 inh: 11

How did O=C1C(=O)c2ccccc2C(O)=C1CCCCl do in these assays?
TRPML3 ag: 0.2; PERK inh: 1.5; Ba/F3 V617F tox: 2; TRPN1 ag: 0.1; EP2 mod: -9; S1P4 agonist: 1.2; S1P4 antag: 9; BaF3 tox: -1; Calpain2 inh: 18

How did O=C(NCCNc1ccc2ccccc2c1)c1cccn2c(=O)c3sccc3nc12 do in these assays?
TRPML3 ag: -0.1; PERK inh: -0.1; Ba/F3 V617F tox: 0; TRPN1 ag: -0.8; EP2 mod: -17; S1P4 agonist: 1.2; S1P4 antag: -5; BaF3 tox: 3; Calpain2 inh: -155

How did Cn1c(SCC(=O)NCc2cccs2)nnc1-c1ccncc1 do in these assays?
TRPML3 ag: 0.5; PERK inh: 1.4; Ba/F3 V617F tox: 4; TRPN1 ag: 1.6; EP2 mod: 13; S1P4 agonist: 1.6; S1P4 antag: 7; BaF3 tox: 7; Calpain2 inh: -4

Results for Cc1ccc(NC(=O)C(C)N2CCOCC2)c(C(=O)c2ccccc2)c1 (configuration not stated) ?
TRPML3 ag: -0.6; PERK inh: 0.0; Ba/F3 V617F tox: -1; TRPN1 ag: 1.1; EP2 mod: 9; S1P4 agonist: 0.4; S1P4 antag: -19; BaF3 tox: 6; Calpain2 inh: 15

What do the screens show for `O=C(CN1C(=O)CSC1=O)Nc1ccc(F)c(F)c1F`?
TRPML3 ag: 0.6; PERK inh: 0.2; Ba/F3 V617F tox: -2; TRPN1 ag: 0.5; EP2 mod: -5&-28; S1P4 agonist: 1.6; S1P4 antag: -12; BaF3 tox: 1; Calpain2 inh: 9

Results for O=C1CN(C(=O)c2cccc(S(=O)(=O)N3CCCC3)c2)c2ccccc2N1 ?
TRPML3 ag: 1.2; PERK inh: 0.6; Ba/F3 V617F tox: -2; TRPN1 ag: 0.6; EP2 mod: 12; S1P4 agonist: 0.9; S1P4 antag: -30; BaF3 tox: -3; Calpain2 inh: -10

How did CN(C)CCN(Cc1ccccc1)c1ccnc(N(C)C)c1C#N do in these assays?
TRPML3 ag: 1.0; PERK inh: -1.0; Ba/F3 V617F tox: 1; TRPN1 ag: 0.1; EP2 mod: 21; S1P4 agonist: 1.5; S1P4 antag: -9; BaF3 tox: 3; Calpain2 inh: -61

Results for CCOC(=O)CC(=O)Nc1ccc(C)cc1 ?
TRPML3 ag: 0.7; PERK inh: 1.2; Ba/F3 V617F tox: -5; TRPN1 ag: -0.2; EP2 mod: 3; S1P4 agonist: -1.0; S1P4 antag: -15; BaF3 tox: -1; Calpain2 inh: 3
